Bioassay records (PubChem BioAssay)
TWEAK-Fn14 inh: blocks TWEAK-Fn14 interaction in a reporter cell assay; 2% of 360,000 active; TWEAK-stimulated Fn14 reporter cells, luciferase luminescence, 8 h; AID 1159606; inhibition, % at 10 µM; in the data active = inhibition above about 50%
TRAIL sens C8: caspase-8 TRAIL sensitization; NB7+C8 cells + TRAIL, ATPlite viability luminescence; AID 624354; 1% of 360,000 active; inhibition (viability loss, TRAIL sensitization), % at 10 µM;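 active = compounds causing at least 50% loss of cell viability in the single-dose screen, relative to plate controls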
SRC2 inh: inhibits human steroid receptor coactivator 2; Q15596; HEK293 GAL4-SRC2 luciferase reporter, luminescence; inhibition, % at 9 µM; 0.17% of 370,000 active; AID 651957;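 active = inhibition above the mean inhibition of all tested compounds plus 3 SD, set per campaign, cut at about 52% in these data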;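 note: 0% = DMSO treated cells and 100% = cells given Gossypol at 36 µM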
TLR9-MyD88 inh: inhibitors of human TLR9-MyD88 binding | inhibition, % at 4.98 µM | AID 504734 | CHO BLA complementation TLR9-MyD88, CCF4 FRET ratio | 0.21% of 340,000 active;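 active = inhibition above the mean over all tested compounds plus 3 SD, cut at about 21% in these data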;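 note: 0% = DMSO only wells and 100% = clavulanate BLA inhibitor control wells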
EBV LMP1 NFkB: inhibitors of Epstein-Barr LMP1-induced NF-kappaB reporter. LMP1-induced NF-kappaB luciferase reporter cells, luminescence. inhibition, % at 12.5 µM. 0.69% of 350,000 active; in the data active = inhibition above about 41%;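 note: 0% = neutral control wells and 100% = reference inhibitor control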
NOD2 RIPK2 PPI: blocks binding of human NOD2 to RIPK2; O43353; CHO BLA complementation NOD2-RIPK2, CCF4 ratio; inhibition, % at 4.98 µM; 0.38% of 360,000 active; AID 624267; in the data active = inhibition above about 21%;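 note: 0% = vehicle only and 100% = reference blocker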
COUP-TFII inh: NR2F2 (human) inhibition, primary screen; HEK293T NGFI-A luciferase reporter, luminescence; inhibition, % at 8.6 µM; 0.7% of 370,000 active; AID 686940;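 active = inhibition above a per-plate cutoff, mean inhibition of test wells between control levels plus 3 SD, cut at about 38% in these data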;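 note: cells cotransfected with COUP-TFII expression vector driving the NGFI-A reporter; 0% = median of COUP-TF2 test wells and 100% = reporter-only cells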
TROY signal inh: blocks TROY-dependent signaling in reporter cells; Q293 LMP1-TROYcd NF-kB luciferase reporter, 4 h; inhibition, % at 10 µM; 0.98% of 360,000 active; AID 1347056;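 active = compounds whose plate-normalised and pattern-corrected inhibition of the luciferase reporter signal at the single screening dose is 50% or more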
SRC1 inh: inhibitors of human steroid receptor coactivator 1 (SRC1); Q15788; HEK293 GAL4-SRC1 luciferase reporter, luminescence; inhibition, % at 3.6 µM; 0.12% of 360,000 active; AID 588354;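 active = inhibition above the campaign mean plus 3 SD, with each screening campaign given its own cutoff, cut at about 60% in these data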;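 note: 0% = DMSO treated cells and 100% = gossypol at 36 µM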
Target sequence (Q15788 whole entry, looked up, the tested form may be a part): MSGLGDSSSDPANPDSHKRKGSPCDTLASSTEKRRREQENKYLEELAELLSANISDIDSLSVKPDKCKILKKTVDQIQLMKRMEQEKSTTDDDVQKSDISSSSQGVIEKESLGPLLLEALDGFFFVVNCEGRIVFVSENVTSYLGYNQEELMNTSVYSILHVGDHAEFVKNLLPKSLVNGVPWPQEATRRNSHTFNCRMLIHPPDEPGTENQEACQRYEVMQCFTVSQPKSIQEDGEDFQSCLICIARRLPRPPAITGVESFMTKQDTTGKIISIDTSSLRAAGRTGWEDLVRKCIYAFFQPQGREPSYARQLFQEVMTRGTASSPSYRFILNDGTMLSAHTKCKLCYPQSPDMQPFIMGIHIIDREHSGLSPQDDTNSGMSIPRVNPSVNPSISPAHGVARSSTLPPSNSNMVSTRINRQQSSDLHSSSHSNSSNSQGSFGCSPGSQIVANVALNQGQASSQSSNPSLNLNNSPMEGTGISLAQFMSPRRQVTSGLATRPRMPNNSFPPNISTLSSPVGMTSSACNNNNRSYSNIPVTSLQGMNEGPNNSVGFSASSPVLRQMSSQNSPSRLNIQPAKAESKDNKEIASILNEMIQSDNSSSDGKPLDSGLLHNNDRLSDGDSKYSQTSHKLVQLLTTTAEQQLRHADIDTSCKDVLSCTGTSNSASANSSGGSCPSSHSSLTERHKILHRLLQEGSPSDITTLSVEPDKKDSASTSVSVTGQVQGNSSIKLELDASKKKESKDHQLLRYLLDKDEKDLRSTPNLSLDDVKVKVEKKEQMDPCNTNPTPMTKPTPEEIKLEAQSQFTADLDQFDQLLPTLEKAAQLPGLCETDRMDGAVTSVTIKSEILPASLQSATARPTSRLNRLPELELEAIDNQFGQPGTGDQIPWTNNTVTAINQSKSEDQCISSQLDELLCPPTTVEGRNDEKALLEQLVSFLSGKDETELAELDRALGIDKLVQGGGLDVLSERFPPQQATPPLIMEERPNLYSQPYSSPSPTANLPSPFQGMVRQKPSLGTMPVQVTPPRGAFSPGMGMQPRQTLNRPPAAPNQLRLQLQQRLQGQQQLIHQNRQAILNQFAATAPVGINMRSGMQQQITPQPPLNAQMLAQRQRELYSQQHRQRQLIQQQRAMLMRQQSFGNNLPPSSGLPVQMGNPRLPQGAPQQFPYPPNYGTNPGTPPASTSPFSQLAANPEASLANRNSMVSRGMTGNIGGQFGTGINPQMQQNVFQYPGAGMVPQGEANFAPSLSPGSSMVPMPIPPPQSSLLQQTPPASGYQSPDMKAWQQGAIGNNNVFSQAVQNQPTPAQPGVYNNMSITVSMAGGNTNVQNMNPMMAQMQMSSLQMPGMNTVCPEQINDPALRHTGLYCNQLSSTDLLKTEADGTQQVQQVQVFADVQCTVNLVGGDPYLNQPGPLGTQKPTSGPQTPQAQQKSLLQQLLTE
SRC3 inh: human NCOA3 inhibition; Q9Y6Q9; HEK293 GAL4-SRC3 luciferase reporter, luminescence; inhibition, % at 3.6 µM; 0.17% of 360,000 active;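 active = inhibition above a per-campaign cutoff, the mean of all compounds plus 3 SD, cut at about 60% in these data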;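 note: 0% = DMSO-treated cells and 100% = gossypol-treated cells at 36 µM; higher means less SRC3-driven luciferase light from the GAL4 reporter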
NR5A2 inv ag: NR5A2 inverse agonism in reporter assay | HEK293T StAR-luciferase reporter, LRH-1 transfected, 24 h | inhibition, % at 3.6 µM | 0.13% of 360,000 active;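 active = inhibition above the mean inhibition of all tested compounds plus 3 SD, cut at about 73% in these data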;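 note: 0% = DMSO wells and 100% = reporter-only cells lacking LRH-1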
The depositor's hits bear a star; . = no result given; & = joins results of further samples. Some of the compounds tested; rates above refer to the full screens.

SMILES | TWEAK-Fn14 inh | TRAIL sens C8 | SRC2 inh | TLR9-MyD88 inh | EBV LMP1 NFkB | NOD2 RIPK2 PPI | COUP-TFII inh | TROY signal inh | SRC1 inh | SRC3 inh | NR5A2 inv ag
COC(=O)c1c(C(=O)OC)n(CCCN)c2ccc(C)cc12 | 7 | -17 | 7 | -3 | -7 | -2 | -3 | -4 | 6 | 22 | -44
CC(=O)Nc1ccc(CNc2nc3cc(-c4ccsc4)sc3c(=O)n2C)cc1 | 20 | 21 | -44 | . | . | -3 | -21 | 2 | -17 | -21 | -29
O=C(CCNC(=O)c1ccccc1Cl)Nc1nc2ccccc2[nH]1 | -18 | 4 | -13 | -4 | -7 | 0 | 15 | -1 | -16 | -34 | -29
O=C(Nc1nccs1)c1ccc2nccnc2c1 | 9 | 9 | -15 | -3 | -3 | -7 | -20 | -42 | -27 | -35 | -65
O=c1cc(-c2ccccc2)c2c([nH]1)CCCC2 | 5 | -9 | -5 | -15 | -1 | -14 | -2 | 0 | 1 | -11 | 7
Cc1cccc(N2CC(C(=O)Nc3ccc(S(=O)(=O)N4CCCCC4)cc3)CC2=O)c1C (configuration not stated) | 17 | 3 | 23 | 2 | 2 | -13 | 6 | 8 | 5 | 11 | -8
O=C(Nc1nnc(Cc2ccc(Cl)cc2)s1)c1cccnc1 | -31 | 2 | -15 | 1 | 0 | 7 | -1 | -12 | 2 | 5 | -18
CC(=O)N1c2ccc(S(=O)(=O)N3CCCC(C(=O)N4CCCC(C)C4)C3)cc2CC1C (configuration not stated) | 12 | -40 | 10 | 0 | 5 | -1 | -27 | -12 | 7 | 21 | 8
O=C(c1ccco1)N1CCN(Cc2ccc(F)cc2)CC1 | -7 | -6 | -1 | -6 | -26 | 4 | 0 | -5 | 5 | 0 | 18
CCCN(CC(=O)Nc1ccccc1C)C(=O)Cc1c[nH]c2ccccc12 | 14 | 3 | -27 | -6 | -1 | -7 | 0 | 2 | 5 | -16 | 4
COC(=O)c1ccccc1NC(=S)NC(NC(=O)c1ccccc1[N+](=O)[O-])C(Cl)(Cl)Cl (configuration not stated) | 4 | -1 | -24 | 2 | 2 | 0 | -3 | -2 | -9 | 6 | 13
C#CCOCCOCCOCCNc1nc(N2CCN(C(=O)Cn3cc(CCCN=C(N)N)nn3)CC2)nc(N2CCN(C(=O)[C@H](C(C)C)n3cc(CCO)nn3)CC2)n1 | -14 | -22 | 14 | -5 | -3 | -9 | 16 | -12 | 7 | 5 | -11
COc1ccc(C(=O)Nc2ccc(S(=O)(=O)N3CCN(C)CC3)cc2)cc1 | 0 | -10 | -20 | -1 | 6 | 6 | -11 | -14 | 14 | 5 | -4
O=C(NCc1ccco1)c1ccc(C(F)(F)F)cc1 | -9 | 7 | -15 | . | -6 | -10 | -15 | -22 | -2 | 2 | -21
Cn1c(=O)c2[nH]c(CCCCCCCc3nc4ccccc4[nH]3)nc2n(C)c1=O | 39 | 22 | 15 | -8 | 8 | -8 | 55* | 32 | 1 | 16 | 4
COc1cccc(CNC(=O)C2CC(=O)N(C3CCCCCCC3)C2)c1 (configuration not stated) | 0 | -13 | 8 | 2 | 3 | -8 | -8 | 23 | -23 | 2 | -5
Cc1cccc(C)c1OCCOCCN1CCN(C)CC1 | -27&6 | -9&4 | -11&11 | -6&-7 | 1&-4 | 7&-2 | -12&5 | -10&17 | -48&-19 | -15&16 | 9&-1
CC1CCN(C(=O)CSc2ccc(-c3ccccc3)nn2)CC1 | 4 | -4 | -7 | -2 | -6 | -6 | 7 | 0 | 2 | -8 | -41
CCOC(=O)c1c(C)n(S(=O)(=O)c2ccc(C)cc2)c2ccc(O)c(C(=O)O)c12 | 22 | -6 | -1 | -8 | 6 | -2 | -3 | 16 | 11 | 3 | -8
Cc1ccc(CC(=O)CCc2ccccc2)cc1 | -27 | -2 | -14 | -6 | 0 | -10 | -21 | -38 | -3 | -20 | -9
O=C(CCCN1C(=O)[C@H]2CC=CC[C@H]2C1=O)NCc1nc(-c2ccccc2)no1 | -3 | -5 | -18 | -12 | -11 | -5 | -12 | -2 | -22 | -8 | -8
C=CCN1C(c2cccc(C(F)(F)F)c2)=CS/C1=C(/C#N)c1nnc(N2CCOCC2)n1-c1ccccc1 | 2 | -4 | 1 | -6 | 8 | -3 | 1 | 13 | 3 | -15 | -19
CCN(CC)c1ncnc2c1sc1nc(C)cc(C)c12 | 17 | -6 | -16 | -8 | -12 | -4 | -8 | -20 | -9 | 12 | 14
COc1ccc(C(=O)/C=C/Nc2cccc(C)n2)cc1OC | -32 | 8 | -32 | -3 | -29 | -4 | -53 | -30 | -107 | -96 | -164
O=C(COC(=O)C1CC1)Nc1ccc(S(=O)(=O)N2CCOCC2)cc1 | -1 | -1 | 28 | -7 | 9 | -3 | 6 | 6 | -77 | -4 | -12

Other results follow.
SMILES | TWEAK-Fn14 inh | TRAIL sens C8 | SRC2 inh | TLR9-MyD88 inh | EBV LMP1 NFkB | NOD2 RIPK2 PPI | COUP-TFII inh | TROY signal inh | SRC1 inh | SRC3 inh | NR5A2 inv ag
Cc1ccc(NC(=O)COc2ccc(Br)cc2CO)cc1 | -15 | -12 | -34 | 5 | 8 | 2 | -11 | -30 | -30 | -30 | -79
COc1ccc(S(=O)(=O)Nc2ccc(C)cc2)cc1N(C)S(=O)(=O)c1ccc(Cl)cc1 | 19 | -2 | 30 | -2 | -1 | -6 | 35 | 13 | -2 | 2 | 9
CCN1C(=O)[C@H]2[C@H]3CN=C(SCc4ccccc4)N3[C@@](Cc3ccccc3)(C(=O)OC)[C@H]2C1=O | 0 | -4 | -27 | -5 | 2 | 11 | -7 | -10 | -6 | -4 | 6
Cc1cc(C)c2c(n1)sc1c(N3CCN(C)CC3)ncnc12 | -60 | -4 | -25 | -7 | -3 | 2 | -12 | -34 | -17 | -2 | -5
Cc1ccc(NC(=O)CNC2CCS(=O)(=O)C2)cc1C (configuration not stated) | -1 | -22 | -19 | -2 | 4 | -10 | 6 | 4 | -5 | 11 | 26
Cc1ccc(CN2CCN(Cc3cn(C)nc3-c3ccccc3)CC2CCO)o1 (configuration not stated) | 5 | -17 | 10 | 1 | -4 | 0 | 7 | 7 | -6 | 22 | 6
CC(C)OC(=O)CC(=O)CSc1nc2c(cc1C#N)CCCC2 | -17 | 5 | -37 | 6 | -1 | -15 | -8 | -45 | -28 | -25 | -23
Cn1c(=O)c2c(nc(SCC(=O)NCc3ccco3)n2C)n(C)c1=O | 21 | -4 | -24 | -5 | -2 | 1 | -6 | 5 | 9 | 17 | 1
CCN(c1ccccc1)c1cc(C)nc2nc(C)nn12 | 3 | 17 | -2 | -5 | -1 | -9 | -12 | -11 | 0 | 7 | -6
N#C/C(=C\c1ccc[nH]1)C(=O)c1ccccc1 | 2 | 23 | -33 | -1 | -1 | -12 | -26 | -41 | 7 | -9 | 2
CCN(CC)C(=O)C1CCCN(C(=O)Nc2ccccc2)C1 (configuration not stated) | 1 | -3 | -1 | 7 | 1 | 5 | 7 | 15 | 4 | 12 | -38
CCOc1ccc(C(NC(C)=O)c2ccc(OC)c(OC)c2)cc1 (configuration not stated) | -18 | -3 | -5 | -3 | 22 | -10 | 8 | 9 | -5 | 5 | -6
CCOc1ccc(-n2c(COc3ccc(C)cc3)nnc2SCC(N)=O)cc1 | 15 | -2 | 10 | -14 | -5 | -4 | -7 | 2 | -3 | -72 | 19
COc1ccc(-c2csc(-c3cc4ccccc4oc3=N)n2)cc1 | 1 | -4 | 0 | 19 | 0 | 31* | -1 | -16 | -39 | 2 | -8
O=c1c2ccccc2oc2ccc(-c3ccc4[nH]ccc4c3)cc12 | 14 | 23 | -62 | 0 | -49 | 6 | -32 | -67 | -96 | -117 | -159
CC1Cc2ccccc2N1S(=O)(=O)c1cccc(C(=O)OCC(=O)NCc2ccco2)c1 (configuration not stated) | -11 | 11 | 1 | -4 | -1 | 4 | 8 | 14 | -9 | -4 | -3
CC(C)CCN1CCN(Cc2ccc(Sc3nncn3C)o2)CC1CCO (configuration not stated) | -14 | 4 | -1 | 9 | 5 | 4 | 3 | -10 | -15 | 15 | 4
COc1cccc(NC(=S)N2CCCN(Cc3ccc(F)cc3)C2)c1 | -10 | -9 | -6 | 6 | -2 | -8 | -2 | -8 | 2 | 5 | 14
CSc1cccc(NC(=O)CSc2ccc(C)cc2)c1 | -22 | 2 | -17 | 4 | 7 | -7 | -21 | -52 | -39 | -18 | -28
CCc1ccc(CN(C)CC(=O)Nc2ccccc2[N+](=O)[O-])cc1 | 7 | 4 | -5 | -12 | 5 | -4 | -3 | 14 | -37 | -27 | -57
CCOc1ccccc1CN1CCN(S(=O)(=O)CC)CC1 | -11 | 2 | -28 | 5 | -14 | 2 | -1 | -4 | -12 | 16 | 15
CC1CN(C(=O)/C(=C/c2ccco2)NC(=O)c2ccccc2)CC(C)O1 (configuration not stated) | 30 | 3 | 7 | 3 | -1 | -4 | 4 | -1 | 18 | -8 | 8
CC1CCCCN1S(=O)(=O)c1ccc(S(=O)(=O)N2CCCC2)cc1 (configuration not stated) | 32 | 2 | 16 | 4 | -8 | -13 | -3 | 15 | -16 | -9 | 10

Of the compounds above, 6 contain an aryl thioether with sulfur outside any ring:
SMILES | TWEAK-Fn14 inh | TRAIL sens C8 | SRC2 inh | TLR9-MyD88 inh | EBV LMP1 NFkB | NOD2 RIPK2 PPI | COUP-TFII inh | TROY signal inh | SRC1 inh | SRC3 inh | NR5A2 inv ag
CC1CCN(C(=O)CSc2ccc(-c3ccccc3)nn2)CC1 | 4 | -4 | -7 | -2 | -6 | -6 | 7 | 0 | 2 | -8 | -41
CC(C)OC(=O)CC(=O)CSc1nc2c(cc1C#N)CCCC2 | -17 | 5 | -37 | 6 | -1 | -15 | -8 | -45 | -28 | -25 | -23
Cn1c(=O)c2c(nc(SCC(=O)NCc3ccco3)n2C)n(C)c1=O | 21 | -4 | -24 | -5 | -2 | 1 | -6 | 5 | 9 | 17 | 1
CCOc1ccc(-n2c(COc3ccc(C)cc3)nnc2SCC(N)=O)cc1 | 15 | -2 | 10 | -14 | -5 | -4 | -7 | 2 | -3 | -72 | 19
CC(C)CCN1CCN(Cc2ccc(Sc3nncn3C)o2)CC1CCO (configuration not stated) | -14 | 4 | -1 | 9 | 5 | 4 | 3 | -10 | -15 | 15 | 4
CSc1cccc(NC(=O)CSc2ccc(C)cc2)c1 | -22 | 2 | -17 | 4 | 7 | -7 | -21 | -52 | -39 | -18 | -28

A different layout for part of the listing above:
The line under a structure holds: TWEAK-Fn14 inh, TRAIL sens C8, SRC2 inh, TLR9-MyD88 inh, EBV LMP1 NFkB, NOD2 RIPK2 PPI, COUP-TFII inh, TROY signal inh, SRC1 inh, SRC3 inh, NR5A2 inv ag
> COc1ccc(S(=O)(=O)Nc2ccc(C)cc2)cc1N(C)S(=O)(=O)c1ccc(Cl)cc1
 : 19, -2, 30, -2, -1, -6, 35, 13, -2, 2, 9
> CCN1C(=O)[C@H]2[C@H]3CN=C(SCc4ccccc4)N3[C@@](Cc3ccccc3)(C(=O)OC)[C@H]2C1=O
 : 0, -4, -27, -5, 2, 11, -7, -10, -6, -4, 6
